LDHA block: blocks human lactate dehydrogenase A | purified LDHA, NADH/diaphorase-resazurin fluorescence; stronger effect = lower value | AID 1347041 | P00338 | hit rate 0.15% among 480,000 | activity change, % (values are at about 110 or 230 µM); in the data active means activity change below about -30%; inconclusive means mostly about -25% to -30%;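 further: plate controls were DMSO wells for no effect and wells without enzyme for full effect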
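LDH5 2 nM; NADH 0.06 mM, pyruvate 0.2 mM; 200 mM Tris pH 7.4, EDTA, Tween-20; 5 min RT. Detection: diaphorase 0.133 mg/mL + resazurin 37 µM, fluorescence ex540/em590 at 0 and 20 min; normalized to enzyme-free and DMSO wells.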
RXFP1 ag: agonists of human relaxin receptor RXFP1 | hit rate 0.3% among 370,000 | Potency, µM (series often up to 57.5 µM), for the others: at the top dose activation, most hits filed as activators | HEK293T-RXFP1 cAMP TR-FRET, 30 min; response scale: percent of porcine relaxin response, buffer zero; further: potency means the concentration at half of the fitted maximal effect; on the % scale 0 is the no-effect control and ±100 the full control effect; nearly all actives have a fitted effect of over 60% in size; many of its hits are not listed in these tables
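HEK293T cells stably expressing RXFP1 were pretreated with the PDE4 inhibitor Ro 20174, exposed to compounds for 30 min at 37C, lysed, and cAMP was read by TR-FRET. Data normalized to buffer (basal) and 29 nM porcine relaxin (100%).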
PI4K2A block: PI4K2A (human) kinase inhibition; activity change, negative = inhibition, % at 76.9 µM; purified PI4K2A, ADP-Glo luminescence, 1 h; stronger effect = lower value; Q9BTU6; hit rate 0.13% among 420,000; AID 1346378; in the data active means activity change below about -50%; inconclusive means mostly about -30% to -49%;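 further: -100% = wells without enzyme as full effect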
Target sequence (Q9BTU6 whole entry, looked up): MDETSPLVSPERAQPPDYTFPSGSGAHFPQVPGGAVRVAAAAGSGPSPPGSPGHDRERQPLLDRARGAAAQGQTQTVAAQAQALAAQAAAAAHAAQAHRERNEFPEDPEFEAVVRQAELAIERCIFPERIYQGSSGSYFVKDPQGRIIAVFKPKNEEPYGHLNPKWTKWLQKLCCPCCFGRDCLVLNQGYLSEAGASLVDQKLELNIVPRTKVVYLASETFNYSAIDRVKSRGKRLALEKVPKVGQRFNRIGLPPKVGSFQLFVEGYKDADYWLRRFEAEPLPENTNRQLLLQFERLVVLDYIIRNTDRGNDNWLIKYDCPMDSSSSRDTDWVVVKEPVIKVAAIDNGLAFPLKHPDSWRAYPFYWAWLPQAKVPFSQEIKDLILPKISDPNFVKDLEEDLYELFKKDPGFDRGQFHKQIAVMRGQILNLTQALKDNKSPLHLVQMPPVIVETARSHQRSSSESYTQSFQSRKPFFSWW
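ADP-Glo luminescence measured ADP generated by PI4K2A enzyme (4 ug/mL before mixing) with 1.2 mM PI substrate (pre-mix) and 300 microM ATP (pre-mix). Tris pH7.5 buffer with MgCl2, Triton X-100; 1 h reaction at ambient temperature.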
IDH1 R132H inh: inhibitors of human mutant IDH1 R132H | O75874 | IDH1-R132H enzyme, NADPH consumption, diaphorase/resazurin fluorescence | Potency, µM (doses to about 76.6 µM), for inactives: at the highest dose activity change, negative = inhibition, hits mostly inhibitors | hit rate 0.093% among 390,000 | AID 602179; further: potency means the concentration at half of the fitted maximal effect; on the % scale 0 is the no-effect control and ±100 the full control effect; nearly all actives have a fitted effect of over 65% in size
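IDH1-R132H (0.5 ug/mL) preincubated 30 min with compound, then NADPH (0.016 mM) and alpha-KG (2 mM) added; 80 min at RT, pH 7.5. Remaining NADPH coupled via diaphorase/resazurin to fluorescence (540/590 nm); concentration-response curves normalized to no-enzyme control.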
Glioma ERSR ind: inducers of ER stress response in human glioma cells | U87-MG GRP78 promoter luciferase reporter, 16 h | Potency, µM, inactives show at the top dose activation, hits mostly activators | hit rate 0.02% among 420,000; further: potency means the concentration at half of the fitted maximal effect; series mostly up to about 76 µM; % of control where 0% means no effect; nearly all actives have a fitted effect of over 35% in size
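Stably transfected U87-MG human glioma cells carrying a GRP78-based luminescent sensor were seeded at 1000 cells/well, pin-dosed with compounds and incubated 16 h. Luciferase reagent was then added, and end-point luminescence was read after 10 min at room temperature.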
TrxR1 substrate: is turned over as a substrate by rat TrxR1; O89049; purified TrxR1 substrate turnover, NADPH consumption readout; Potency, µM (doses to about 114 µM), inactives show top-dose activity change, negative = substrate turnover; hit rate 0.01% among 390,000; AID 588456; further: potency means the concentration at half of the fitted maximal effect; on the % scale 0 is the no-effect control and ±100 the full control effect; nearly all actives have a fitted effect of over 50% in size
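Rat TrxR1, dispensed at 90 nM, was prereduced with 400 uM NADPH (final) for 5 min at ~22 deg C, then incubated with compound 15 min before 400 uM selenite. A first-read NADPH fluorescence drop versus no-compound background flagged substrates.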
USP1-UAF1 inh: inhibitors of human USP1/UAF1 deubiquitinase; recombinant USP1/UAF1, Ub-Rhodamine cleavage fluorescence; Potency, µM (highest dose often 57.1 µM), without a hit: top-dose activity change, negative = inhibition, most hits filed as inhibitors; hit rate 0.23% among 390,000; AID 743255; further: potency means the concentration at half of the fitted maximal effect; on the % scale 0 is the no-effect control and ±100 the full control effect; nearly all actives have a fitted effect of over 60% in size; inactives centre near -12
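USP1/UAF1 complex at 1 nM was preincubated with compound for 15 min at room temperature, then Ub-Rho substrate (150nM final) was added. Fluorescence (480/540 nm) was read kinetically, 6 reads every 60 seconds.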
Vif-APOBEC3F blk: blocks the Vif interaction with APOBEC3F | HeLa A3F-eYFP + Vif (tagged APOBEC3F with the HIV-1 protein that degrades it), YFP fluorescence increase | Potency, µM (top dose mostly 46.1 µM), for inactives: top-dose activity, negative = active | hit rate 0.2% among 390,000 | AID 602313; further: potency means the concentration at half of the fitted maximal effect; % of control where 0% means no effect; nearly all actives have a fitted effect of over 65% in size
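HeLa cells stably expressing A3F-eYFP plus Vif, plated and incubated overnight at 37 deg C, then exposed to compounds overnight at 37 deg C. Blocked degradation read as raised yellow fluorescence (Ex 488/Em 500-530).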
Vif-A3G inh: inhibitors of Vif-APOBEC3G interaction; Q9HC16; HeLa A3G-eYFP + Vif (tagged APOBEC3G with the HIV-1 protein that degrades it), YFP fluorescence, overnight; Potency, µM (top dose mostly 46.1 µM), for inactives: at the top dose activity, negative = active, usual class: inhibitors; hit rate 0.076% among 410,000; AID 602310;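 further: potency means the concentration at half of the fitted maximal effect; on the % scale 0 is the no-effect control and ±100 the full control effect; nearly all actives have a fitted effect of over 60% in size; hits raise eYFP signal because A3G escapes Vif-driven loss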
Target sequence (Q9HC16 whole entry, looked up): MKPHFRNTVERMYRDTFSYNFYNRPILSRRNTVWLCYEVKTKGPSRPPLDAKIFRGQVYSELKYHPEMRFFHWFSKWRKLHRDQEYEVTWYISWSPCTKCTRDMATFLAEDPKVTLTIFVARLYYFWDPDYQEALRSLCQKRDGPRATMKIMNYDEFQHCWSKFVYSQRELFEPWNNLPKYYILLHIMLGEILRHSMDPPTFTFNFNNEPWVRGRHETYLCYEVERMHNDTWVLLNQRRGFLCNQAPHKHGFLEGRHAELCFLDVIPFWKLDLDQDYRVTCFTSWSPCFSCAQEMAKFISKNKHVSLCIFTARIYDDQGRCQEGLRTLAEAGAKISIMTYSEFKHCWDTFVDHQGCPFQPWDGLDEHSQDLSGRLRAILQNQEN
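Read-out is eYFP fluorescence (Ex 488/Em 500-530) from Vif-expressing HeLa A3G-eYFP cells; more signal means A3G escaped Vif-mediated degradation. Cells plated overnight, compound pinned in, incubated overnight at 37 deg C.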
Active calls of the source: *; ? = inconclusive; · = not tested or not shown; [ ] = another dose, or the depositor's remark. Unless noted, the call rests on the fitted dose curve; in most records, active means well fitted curve in the direction sought with a large enough effect; inconclusive means small, poorly fitted or top-dose-only effect, or another doubt; inactive means no such curve, though single readings can be large; an effect the other way counts as inactive or inconclusive. Not all compounds are listed, so the mix of outcomes need not match the whole.

1. Cc1ccc(Nc2nc(-c3ccc(O)c(O)c3)cs2)nc1
2. COCCNC(=O)C(c1ccc(C)cc1)N(C(=O)C(=O)NC1CCCC1)c1ccc2c(c1)OCCO2 (stereo not drawn)
3. CCOc1ccc(CNC(=O)C2CCN(c3nnc(-n4cccc4CNc4ccc(C)cc4)s3)CC2)cc1OC
4. CSc1nn(-c2ccc(C(=O)OC(C(=O)NC(N)=O)C(C)C)cc2)c(=S)s1 (stereo not drawn)
5. Cc1cccc2cc(C#N)c(SCC#N)nc12
6. COCCn1c(SCc2ccc(F)cc2)nc2ccccc2c1=O
7. COc1cc(O)c(CCO)c2c1C(=O)C[C@@H](C)O2
8. CCN(CC)C(=O)c1cccc(-c2csc(C(O)c3ccccc3)n2)c1 (stereo not drawn)

assay / compound	1	2	3	4	5	6	7	8
LDHA block	22	-2	-2	2	-1	-1	4	-9
RXFP1 ag	-1.6%	-1.3%	2.1%	2.2%	?	0.8%	-0.1%	·
PI4K2A block	-11	5	-1	1	-1	2	2	-1
IDH1 R132H inh	-1%	10%	·	1%	8%	-8%	-6%	·
Glioma ERSR ind	?	-3%	·	-4%	-2%	0%	1%	-4%
TrxR1 substrate	4%	-7%	-1%	-3%	-1%	8%	-3%	·
USP1-UAF1 inh	-14%	-16%	8%	-21%	-13%	-25%	19%	·
Vif-APOBEC3F blk	12%	0%	·	3%	-8%	5%	4%	·
Vif-A3G inh	-1%	0%	·	-4%	1%	2%	0%	0%

Single entries from the results shown:
Reading of no. 1 in Vif-A3G inh: -1%
Reading of no. 6 in LDHA block: -1
Reading of no. 4 in IDH1 R132H inh: 1%
Reading of no. 8 in Vif-A3G inh: 0%

Remaining list, next part
9. CCOC(=O)C1(CCc2ccccc2)CCN(C(=O)C2CCOCC2)CC1
10. O=C1C=C(O)CC(c2ccc(Cl)cc2)C1 (stereo not drawn)
11. Cc1ccc(C(=O)Nc2cccc(C(F)(F)F)c2)cc1NC(=O)c1[nH]cnc1C(N)=O
12. COc1ccccc1S(=O)(=O)N1CCC(C(=O)O)(c2ccccc2)CC1
13. Cc1c(NC(=O)c2cccs2)c(=O)n(-c2ccccc2)n1C
14. N#C/C(=C\c1cccnc1)C(=O)NC1CCCCC1
15. Cn1c(SCC(N)=O)nnc1-c1ccc(C(C)(C)C)cc1
16. O=C(CN(Cc1ccccc1F)S(=O)(=O)c1ccc(Cl)cc1)NCCC1=CCCCC1

assay / compound	9	10	11	12	13	14	15	16
LDHA block	-3	0	-12	-1	-10	-2	1	-1
RXFP1 ag	-1.3%	0.9%	·	-0.1%	-0.4%	0.0%	2.3%	-0.2%
PI4K2A block	5	-1	0	0	4	5	-4	-2
IDH1 R132H inh	0%	-1%	6%	11%	0%	3%	4%	3%
Glioma ERSR ind	3%	-1%	0%	5%	-1%	-2%	1%	0%
TrxR1 substrate	7%[57.1 µM]	4%[57.1 µM]	11%[57.1 µM]	6%[57.1 µM]	4%[57.1 µM]	5%	-3%	6%
USP1-UAF1 inh	1%	-10%	-12%	-19%	-16%	1%	-20%	-18%
Vif-APOBEC3F blk	-13%	2%	1%	-9%	0%	0%	5%	-5%
Vif-A3G inh	-4%	0%	1%	-1%	1%	-3%	0%	-6%

17. COc1ccc(C(=O)Nc2ccc(S(=O)(=O)NC(C)=O)cc2)cc1
18. Cc1ccc(C(=O)NCCNC(=O)c2ccccn2)cc1
19. O=C(COC(=O)Cn1[nH]c(=O)c2ccccc2c1=O)Nc1ccc2c(c1)OCO2
20. COc1ccc(/C(C)=N/Nc2nncc3ccccc23)cc1
21. Cc1cc(N/N=C/c2ccc(N(C)C)cc2)nc(NCc2ccccc2)n1
22. Cc1ccc(C(=O)Cn2cncn2)cc1
23. Cc1ccc(C)c(N2C(=O)c3ccc(C(=O)Nc4ccccn4)cc3C2=O)c1
24. CCC(C)(C#CCN1CCCCC1)OC(C)=O (stereo not drawn)

assay / compound	17	18	19	20	21	22	23	24
LDHA block	-6	-7	-3	-5	-2	-1	-9	-4
RXFP1 ag	-0.2%	-0.9%	1.8%	3.1%	7.6%	3.7%	·	-0.4%
PI4K2A block	-1	1	3	-12	-2	-4	-1	4
IDH1 R132H inh	-2%	0%	0%	2%	-4%	2%	9%	0%
Glioma ERSR ind	0%	-5%	-4%	-9%	1%	-2%	0%	-4%
TrxR1 substrate	3%	3%	11%[57.1 µM]	8%[57.1 µM]	30%[activator]	2%[57.1 µM]	·	11%[57.1 µM]
USP1-UAF1 inh	-12%	-10%	-21%	-20%	-22%	-12%	-16%	-23%
Vif-APOBEC3F blk	2%	5%	-6%	-1%	-12%	-4%	-10%	-14%
Vif-A3G inh	0%	1%	1%	0%	4%	4%	0%	-2%

Next section, overlapping the part above by 3 compounds.
22. Cc1ccc(C(=O)Cn2cncn2)cc1
23. Cc1ccc(C)c(N2C(=O)c3ccc(C(=O)Nc4ccccn4)cc3C2=O)c1
24. CCC(C)(C#CCN1CCCCC1)OC(C)=O (stereo not drawn)
25. Cc1cc(NC(=O)CN2C(=O)c3cccnc3Sc3ccccc32)ccc1Br
26. CCCc1nc2ccccc2c(C(=O)OCc2nnc(-c3cc(OC)c(OC)c(OC)c3)o2)c1CC
27. Cc1cc(NC(=O)c2ccc([N+](=O)[O-])cc2)n(C)n1
28. COc1ccc(NC(=O)C2C3C=CC4(O3)C2C(=O)N(CCN2CCCCC2C)C4C(=O)NC2CCCCC2)cc1 (stereo not drawn)
29. Cc1ccc2c(c1)C(=O)N1[C@H]3c4cc(Br)ccc4OC[C@@H]3[C@H](c3ccccc3)[C@]1(C)C(=O)N2
30. COc1ccc(CC(=O)NCC2(c3ccc(OC)c(OC)c3)CCOCC2)cc1
31. CN(C)c1ccc(CNC(=O)C2CCN(Cc3cc4ccccc4n3Cc3ccccc3)CC2)cc1
32. O=C(NC1=NC2CCCCC2N1)c1ccccc1 (stereo not drawn)

assay / compound	22	23	24	25	26	27	28	29	30	31	32
LDHA block	-1	-9	-4	-7	3	-2	-10	-2	-4	2	-7
RXFP1 ag	3.7%	·	-0.4%	-1.7%	0.1%	1.2%	-1.0%	·	2.4%	1.1%	2.7%
PI4K2A block	-4	-1	4	1	2	3	-1	4	-1	0	0
IDH1 R132H inh	2%	9%	0%	6%	0%	-6%	0%	2%	1%	21%	2%
Glioma ERSR ind	-2%	0%	-4%	-2%	-1%	-1%	2%	-6%	-3%	-1%	-8%
TrxR1 substrate	2%[57.1 µM]	·	11%[57.1 µM]	-2%[57.1 µM]	4%	4%[11.4 µM]	8%[57.1 µM]	8%	12%	-6%[57.1 µM]	-7%
USP1-UAF1 inh	-12%	-16%	-23%	-18%	?	0%	-15%	-21%	-13%	?	-10%
Vif-APOBEC3F blk	-4%	-10%	-14%	0%	2%	3%	-1%	-13%	3%	4%	-2%
Vif-A3G inh	4%	0%	-2%	4%	2%	0%	1%	-23%	0%	-2%	-1%

33. C=CCNC(=O)Cn1nc(-c2ccccc2)ccc1=O
34. Cc1ccc(S(=O)(=O)CC(C)N2CCOCC2)c(S(=O)(=O)CC(C)N2CCOCC2)c1 (stereo not drawn)
35. Cc1cc(NCc2ccco2)nc2cc(O)ccc12
36. COC(=O)c1c(-c2ccc(OC)cc2)sc2ccc(OC)cc12
37. CCC(Sc1nc(N)cc(=O)[nH]1)C(=O)Nc1cc(C)on1 (stereo not drawn)
38. O=C(Nc1ccncc1)c1c(F)cccc1F

assay / compound	33	34	35	36	37	38
LDHA block	-2	-1	-1	-2	-2	-6
RXFP1 ag	-0.1%	0.7%	-0.7%	·	-0.6%	1.9%
PI4K2A block	-2	-2	-4	-6	2	3
IDH1 R132H inh	-1%	-4%	10%	-6%	4%	-1%
Glioma ERSR ind	-1%	-6%	-1%	0%	-3%	-1%
TrxR1 substrate	0%	-2%	202%[activator]	-1%	-9%[57.1 µM]	12%[57.1 µM]
USP1-UAF1 inh	?	-14%	-27%	-15%	-9%	-8%
Vif-APOBEC3F blk	-3%	0%	-2%	-5%	7%	-20%
Vif-A3G inh	-4%	0%	0%	-5%	-4%	2%

Reprinted, nos. 35 to 38
35. Cc1cc(NCc2ccco2)nc2cc(O)ccc12
36. COC(=O)c1c(-c2ccc(OC)cc2)sc2ccc(OC)cc12
37. CCC(Sc1nc(N)cc(=O)[nH]1)C(=O)Nc1cc(C)on1 (stereo not drawn)
38. O=C(Nc1ccncc1)c1c(F)cccc1F

assay / compound	35	36	37	38
LDHA block	-1	-2	-2	-6
RXFP1 ag	-0.7%	·	-0.6%	1.9%
PI4K2A block	-4	-6	2	3
IDH1 R132H inh	10%	-6%	4%	-1%
Glioma ERSR ind	-1%	0%	-3%	-1%
TrxR1 substrate	202%[activator]	-1%	-9%[57.1 µM]	12%[57.1 µM]
USP1-UAF1 inh	-27%	-15%	-9%	-8%
Vif-APOBEC3F blk	-2%	-5%	7%	-20%
Vif-A3G inh	0%	-5%	-4%	2%

Screens (PubChem BioAssay)
